Screening results (PubChem BioAssay)
IL-2 act = activates IL-2 in a cell-based reporter assay. IL-2 activation reporter assay, cell-based qHTS; stimulated with anti-CD3/CD4/CD28 beads; in transgenic mouse T cells. activation, % (series mostly up to about 46 µM). actives 0.065% (n = 360,000); in the data active means activation above about 50%; inconclusive means mostly about 30% to 49%; further: 0% is about no effect
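Readout is EGFP and DsRed signal by fluorescent plate cytometry after 18 h at 37 degrees C. Transgenic mouse T cells (750/well) received compound for 60 min before bead stimulation (anti-CD3, anti-CD4, anti-CD28); memory T cells served as non-tolerant control.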
PTHR1 ag = activates the human parathyroid hormone receptor PTHR1; Q03431; HEK293 GP2 PTHR1 cells, GloSensor cAMP luminescence, 1 h; Potency, µM (titrated, usually from 115 µM), inactives show at the highest dose activation, usual class: activators; actives 0.075% (n = 410,000); further: potency means the concentration at half of the fitted maximal effect; nearly all actives have a fitted effect of over 55% in size; some results filed as inactive show a strong effect at the top dose; inactives centre near -15; many of its hits are not listed in these tables
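HEK-293-derived GP2 cells expressing PTHR1 and a GloSensor cAMP reporter, 3,000/well, plated overnight, given luciferin plus IBMX (each 0.5 mM as added) for 1 h at 37 °C, then compound for 1 h at 37 °C. Luminescence was read after 15 min at room temperature.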
GLP1R ag = activates the human GLP-1 receptor. P43220. HEK293 GLP-1R CRE-luciferase, luminescence, 4-6 h; cells express a hypersensitive GLP-1R form. Potency, µM (highest dose often 45.6 µM), for the others: at the highest dose activation, usual class: activators. actives 0.007% (n = 380,000). AID 624172; further: potency means the concentration at half of the fitted maximal effect; % of control where 0% means no effect
Target sequence (P43220 whole entry, looked up): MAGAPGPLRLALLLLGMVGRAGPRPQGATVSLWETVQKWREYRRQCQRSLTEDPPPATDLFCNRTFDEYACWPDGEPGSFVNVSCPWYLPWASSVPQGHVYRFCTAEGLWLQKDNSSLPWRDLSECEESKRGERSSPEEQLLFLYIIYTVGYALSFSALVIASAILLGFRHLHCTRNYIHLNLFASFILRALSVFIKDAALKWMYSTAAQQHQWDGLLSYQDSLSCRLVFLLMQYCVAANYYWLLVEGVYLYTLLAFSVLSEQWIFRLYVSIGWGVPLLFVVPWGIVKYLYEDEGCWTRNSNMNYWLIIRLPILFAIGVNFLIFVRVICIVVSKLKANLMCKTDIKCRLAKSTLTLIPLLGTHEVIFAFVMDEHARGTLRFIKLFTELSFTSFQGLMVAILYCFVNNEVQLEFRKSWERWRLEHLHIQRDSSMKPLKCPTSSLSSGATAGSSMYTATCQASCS
GLP1R inv ag = GLP-1 receptor (human) inverse agonism; P43220; HEK293 GLP-1R CRE-luciferase, luminescence, 24 h; GLP-1R form is constitutively active; Potency, µM (doses to about 38.3 µM), inactives show at the top dose activity change, negative = inhibition, most hits filed as inhibitors; actives 1.6% (n = 410,000); further: potency means the concentration at half of the fitted maximal effect; on the % scale 0 is the no-effect control and ±100 the full control effect; nearly all actives have a fitted effect of over 55% in size
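Cells are plated, allowed 12 hours at 37 deg C, then treated with compounds for 24 hr before luciferase detection reagent is added and luminescence is read after 12 min at room temperature. The HEK293 line carries constitutively active GLP-1R with a cAMP-responsive reporter.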
GLP1R cytotox = cytotoxicity in counter-screen for GLP-1R inverse agonists. HEK293 cAMP-luciferase reporter cells, luminescence, 24 h. actives 0.13% (n = 410,000). Potency, µM (titrated, usually from 38.3 µM), without a hit: at the highest dose activity change, negative = inhibition, usual class: inhibitors;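 further: loss of luciferase light is scored as toxicity; potency means the concentration at half of the fitted maximal effect; on the % scale 0 is the no-effect control and ±100 the full control effect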
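Seeding density was 200 cells/uL; after overnight-length (12 h) culture, 23 nL compounds went on for 24 h at 37 °C. Readout used a luciferase detection reagent, luminescence taken after 12 min at room temperature.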
PI5P4Ka inh = blocks human PI5P4K alpha kinase activity; max response, %; AID 652105; actives 1.2% (n = 330,000); PI5P4Kalpha enzyme, ADP-Glo luminescence, 60 min; hits give low values; P48426; active means max response of -50% or lower; inconclusive means between -30% and -50%; inactive means -30% or higher; further: value at the top dose of about 77 µM; on the % scale 0 is the no-effect control and ±100 the full control effect
Target sequence (P48426 whole entry, looked up): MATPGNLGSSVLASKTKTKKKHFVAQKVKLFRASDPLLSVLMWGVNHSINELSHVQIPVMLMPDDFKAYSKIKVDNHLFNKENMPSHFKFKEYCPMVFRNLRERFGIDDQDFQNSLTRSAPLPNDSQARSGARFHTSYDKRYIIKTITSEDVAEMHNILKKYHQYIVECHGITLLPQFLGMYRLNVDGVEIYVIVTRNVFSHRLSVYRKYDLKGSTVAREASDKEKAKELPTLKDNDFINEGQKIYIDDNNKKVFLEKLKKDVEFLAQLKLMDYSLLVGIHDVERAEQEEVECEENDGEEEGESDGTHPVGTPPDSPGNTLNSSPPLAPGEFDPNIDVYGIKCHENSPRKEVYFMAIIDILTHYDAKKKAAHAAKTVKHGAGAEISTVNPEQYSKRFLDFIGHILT
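ADP-Glo luminescence end-point after a 60 min room-temperature kinase reaction. PI5P4Kalpha and substrate in HEPES pH 7.4 buffer with EGTA, 0.1% CHAPS and 5% DMSO; ATP at 5 microM final.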
EPAC1 antagonist = antagonists of human EPAC1. O95398. EPAC1 GEF assay, Rap1b-BODIPY-GDP exchange fluorescence. Potency, µM (highest dose often 115 µM), without a hit: at the highest dose activity change, negative = inhibition, usual class: inhibitors. actives 0.14% (n = 360,000);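 further: potency means the concentration at half of the fitted maximal effect; plate controls were vehicle for no effect and positive control for full effect; nearly all actives have a fitted effect of over 50% in size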
EPAC1 ag = agonists of human EPAC1. Potency, µM (titrated, usually from 154 µM), for inactives: at the top dose activation, usual class: activators. actives 0.073% (n = 360,000). O95398. EPAC1 agonist qHTS, biochemical assay; response scale: 100% = response to 6.5 mM cAMP; further: potency means the concentration at half of the fitted maximal effect; nearly all actives have a fitted effect of over 60% in size
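Normalized to 6.5 mM cAMP, activity reflects EPAC1-catalysed release of BODIPY-GDP from Rap1B, followed kinetically over 30 min at 480 nm excitation, 540 nm emission. Reaction contained 100 nM EPAC1, 250 nM Rap1B-BODIPY-GDP, 50 uM GDP.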
PLK1 PBD inh = inhibitors of human PLK1 polo-box domain binding. Potency, µM, inactives show max response, negative = inhibition, hits mostly inhibitors. actives 2.8% (n = 360,000). P53350. AID 720504. Plk1 PBD binding of FITC phosphopeptide, fluorescence polarization; further: potency means the concentration at half of the fitted maximal effect; series mostly up to about 57 µM; on the % scale 0 is the no-effect control and ±100 the full control effect; nearly all actives have a fitted effect of over 65% in size
An asterisk follows results filed as active; i = inactive; u = inconclusive; x = not tested or not shown; [ ] = dose if it differs, or a comment. Unless noted, the call rests on the fitted dose curve; in most records, active means well fitted curve in the direction sought with a large enough effect; inconclusive means small, poorly fitted or top-dose-only effect, or another doubt; inactive means no such curve, though single readings can be large; an effect the other way counts as inactive or inconclusive. The list is partial. The share of hits here may be higher or lower than overall.

SMILES	IL-2 act	PTHR1 ag	GLP1R ag	GLP1R inv ag	GLP1R cytotox	PI5P4Ka inh	EPAC1 antagonist	EPAC1 ag	PLK1 PBD inh
O=[N+]([O-])c1ccc2nc(-c3ccccc3)oc2c1	0.8	i	-12%	20%	10%	4	-20%	-1%	-12%
CN(c1ccccc1)S(=O)(=O)c1cccc(NC(=O)CCNC(=O)c2ccco2)c1	-0.7	-41%[inhibitor]	-1%	4%	3%	0	-2%	-3%	1%
O=C(CN1CCN(c2ccccc2F)CC1)Nc1ccccc1F	-4.4	-7%	0%	-6%	-1%	0	-10%	3%	-9%
COc1ccc(/C=C2\SC(=S)N(CCC(=O)Nc3cccc(C(=O)O)c3)C2=O)cc1OC	-2.5	i	1%	6%	-9%	-8	-22%	8%	-10%
COc1cc2c(cc1OC)C1Cc3ccc(OC)c(OC)c3CN1CC2 (stereo not given)	0.7	i	-7%	-4%	-13%	-3	4%	-6%	3%
O=C(c1cccc(S(=O)(=O)N2CCOCC2)c1)N(CCc1ccccc1)Cc1ccccc1	0.0	-29%	16%	u	-35%	-5	-3%	-8%	5%
COc1cccc(Cn2c(N)c(C#N)c3nc4ccccc4nc32)c1OC	-2.7	-7%	u	74%[activator]	165%[activator]	-1	1%	3%	0%
O=C(CSC1=NS(=O)(=O)c2ccccc2N1)c1ccccc1	-0.5	i	-10%	8%	-7%	-3	-2%	3%	-16%
CC(=O)N1CCCC(C(=O)c2ccc(Oc3ccccc3)cc2)C1 (stereo not given)	-2.7	-25%	18%	u	-7%	2	7%	2%	3%
CN(C)c1cccc(NC(=O)C2(C)Cc3c(-c4cccnc4)ccnc3O2)c1 (stereo not given)	-0.4	i	-2%	2%	-17%	1	2%	7%	-6%
CCOC(=O)C1(Cc2ccccc2)CCCN(Cc2ccncc2)C1 (stereo not given)	1.7	-24%	-1%	-16%	-12%	-1	-7%	5%	-4%
COc1ccc(S(=O)(=O)N2CCCCC2)cc1NC(=S)Nc1cccc(Cl)c1C	-3.6	-5%	3%	u	-7%	-8	-30%	6%	-13%
Nc1nc(-c2ccccc2)nn1C(=O)c1ccco1	-1.7	i	0%	13%	-5%	-1	-19%	1%	-4%
COc1cccc(N2C(=O)c3ccncc3C2=O)c1	0.9	-39%[inhibitor][57.5 µM]	-12%	20%	0%	-5	11%	5%	4%
CCOC(=O)/C=C/C(=O)Nc1cccc([N+](=O)[O-])c1	-0.6	-29%	-27%	u	u	13	-26%	7%	3.4µM*
COc1cccc(-c2c(C(=O)N/N=C(\C)c3ccco3)nnn2-c2nonc2N)c1	-0.5	-8%	1%	-8%	0%	-18	3%	-10%	-8%
COCOc1ccc(/C=C2/Oc3cc(OCOC)cc(OCOC)c3C2=O)c(OCOC)c1	-0.7	i	4%	-18%	38%[activator]	-7	-1%	-17%	-4%
Cc1ccc(-c2csc3nnc(SCC(=O)NCc4ccc5c(c4)OCO5)n23)cc1	-0.7	-14%	-2%	25%	-20%	x	2%	8%	-7%
Cc1cccc(C)c1NC(=O)Nc1ccc(S(N)(=O)=O)cc1	-1.5	-19%	0%	-8%	-7%	5	9%	11%	-7%
CCOC(=O)CNC(=O)c1cnn2cccnc12	-0.3	-20%	5%	5%	3%	1	3%	8%	1%
COc1ccc(NS(=O)(=O)c2ccc(C)c(C(=O)NCCCN3CCCC3=O)c2)cc1	-2.2	i	-10%	5%	-19%	2	3%	3%	-2%
CCOC(=O)c1ccc(NC(=O)CSc2nnc(CC)o2)cc1	-1.3	-18%	0%	30%[activator]	-3%	5	24%	2%	-9%
COc1ccc(N=C2SC(C(=O)N3CCN(c4ccccc4)CC3)CC(=O)N2C)cc1 (stereo not given)	-2.6	-49%[inhibitor]	-3%	-9%	-2%	-3	7%	1%	-1%
C=CCNC(=O)[C@H]1N2C(=O)c3ccccc3C2SC1(C)C (stereo not given in full)	-0.4	i	1%	19%	-9%	1	-4%	8%	-23%
O=S(=O)(/N=C(/c1ccc(F)cc1)N1CCCCC1)c1ccc(Cl)cc1	-0.3	i	5%	-28%	5%	-5	-29%	-1%	-4%
O=C(Cn1nnc(-c2cccc(C(F)(F)F)c2)n1)N1CCCCCC1	-0.2	-17%	6%	u	-21%	5	-14%	-9%	1%
CCC(C)[C@H](NS(=O)(=O)c1ccc(C)cc1)C(=O)N1CCC(C(=O)N[C@H](C(=O)O)c2ccccc2)CC1 (stereo not given in full)	1.0	i	3%	6%	2%	-5	-25%	-28%	-1%
COc1ccc(-c2coc(CCC(=O)N3CCN(c4cc(C)ccc4C)CC3)n2)cc1	2.1	i	-5%	-21%	-2%	0	-14%	16%	-10%
N#Cc1ccc(OCC(O)CN2CCN(CC(O)COc3ccc(C#N)cc3)CC2)cc1 (stereo not given)	1.0	-60%[inhibitor]	2%	-5%	0%	-8	-19%	-3%	-11%
O=C(CNC(=O)c1ccccc1F)N/N=C\C=C\c1ccccc1	-0.2	i	-7%	15%	-8%	-14	-17%	4%	-2%
CC(C)Oc1ccc(C2CC(=O)N(Nc3ccc([N+](=O)[O-])cc3[N+](=O)[O-])C2=O)cc1 (stereo not given)	-0.1	i	-6%	18%	-8%	-3	-14%	-6%	1%
O=C(Cc1ccccc1)NCC(=O)N/N=C/c1ccc(C(=O)O)cc1	0.6	i	-5%	8%	13%	4	16%	-10%	6%
O=C1CCCN1CCCNc1ncccc1[N+](=O)[O-]	-0.7	i	8%	4%	2%	1	13%	5%	-13%
Cc1ccc(S(=O)(=O)N2CCN(S(C)(=O)=O)C2)cc1	-1.8	-3%[57.5 µM]	18%	-8%	6%	x	10%	-5%	-2%
CCCCNCc1cc(OCC)c(OCC)cc1Br	1.4	0%	2%	-12%	-3%	-2	-12%	-6%	-5%
CC(=O)OC1(C(C)=O)CCC2C3CC(Cl)C4=CC(=O)CCC4(C)C3CCC21C (stereo not given)	-0.4	-15%	6%	u	-10%	2	6%	4%	-12%
CCCNC(=O)C[C@@H]1CC[C@@H]2[C@H](COC[C@H](O)CN2C(=O)c2cc(Cl)cc(Cl)c2)O1	0.1	-23%	x	11%	2%	6	-1%	1%	-1%
CC(=O)N1Cc2ccccc2CC1C(=O)O (stereo not given)	-0.4	i	-9%	-15%	1%	u	-3%	-6%	2.7µM*
COc1ccccc1N(CC(=O)N1CCCC1)S(=O)(=O)c1cc([N+](=O)[O-])ccc1Cl	2.1	-1%	5%	-19%	-13%	-2	7%	-3%	-10%
CN(c1ccccc1C(=O)Nc1cccc(Cl)c1Cl)S(C)(=O)=O	-3.0	u	-1%	0%	5%	0	-2%	1%	-8%

Pulled one by one from the list above (3):
SMILES	IL-2 act	PTHR1 ag	GLP1R ag	GLP1R inv ag	GLP1R cytotox	PI5P4Ka inh	EPAC1 antagonist	EPAC1 ag	PLK1 PBD inh
O=S(=O)(/N=C(/c1ccc(F)cc1)N1CCCCC1)c1ccc(Cl)cc1	-0.3	i	5%	-28%	5%	-5	-29%	-1%	-4%
O=C(Cn1nnc(-c2cccc(C(F)(F)F)c2)n1)N1CCCCCC1	-0.2	-17%	6%	u	-21%	5	-14%	-9%	1%
CCCNC(=O)C[C@@H]1CC[C@@H]2[C@H](COC[C@H](O)CN2C(=O)c2cc(Cl)cc(Cl)c2)O1	0.1	-23%	x	11%	2%	6	-1%	1%	-1%

The list goes on:
SMILES	IL-2 act	PTHR1 ag	GLP1R ag	GLP1R inv ag	GLP1R cytotox	PI5P4Ka inh	EPAC1 antagonist	EPAC1 ag	PLK1 PBD inh
COc1ccccc1OCc1ccc(C(=O)NCCN(C)C)o1	-0.2	10%[57.5 µM]	-1%	4%	-9%	2	9%	-6%	-8%
CCc1ccc(NC2=NC(C(=O)c3ccccc3)CC(=O)N2)cc1 (stereo not given)	-0.1	i	8%	1%	0%	-9	-6%	9%	-3%
CCCn1c(=N)c(C(=O)NCc2ccc3c(c2)OCO3)cc2c(=O)n3cccc(C)c3nc21	1.3	i	-3%	11%	15%	-1	9%	3%	-3%
COCCn1c(SCC(=O)Nc2cc(C)on2)nnc1-c1ccccc1	1.0	-1%	9%	7%	-13%	-1	41%[activator]	13%	-11%
CCN(CC)CCCN=Cc1c(O)n(-c2c(C)cccc2C)c(=O)c2ccccc12	1.3	-12%	-3%	u	1%	5	-3%	11%	-9%
CS(=O)(=O)N(CC(=O)Nc1ccc2c(c1)OCO2)c1ccc(Cl)cc1	-1.8	i	3%	0%	-14%	x	5%	-2%	2%
CC(Sc1nnc(-c2ccccc2Br)n1-c1cccc(C(F)(F)F)c1)C(N)=O (stereo not given)	1.9	-7%	1%	7%	20%	1	1%	-3%	-5%
Cc1ccc(S(=O)(=O)N2CCCC(C(=O)Nc3cccnc3)C2)cc1 (stereo not given)	-1.4	i	-2%	-14%	2%	1	0%	6%	-8%
CC(=O)c1c(OC(=O)c2ccco2)c2ccccc2n1C	2.4	i	-2%	0%	19%	-1	3%	-4%	-7%
CC(=O)n1cc([C@@H]2C=C(C(=O)N3CCN(Cc4ccc5c(c4)OCO5)CC3)O[C@H](OCc3ccc(CO)cc3)C2)c2ccccc21	-0.7	i	6%	-31%	-13%	13	-25%	4%	-8%
O=C1/C(=C2/NCCN2C2CC(=O)N(c3ccccc3)C2=O)CC/C1=C\c1ccccc1 (stereo not given)	1.6	-4%	2%	14%	-11%	2	4%	4%	-4%
Clc1ccc(Cn2c(-c3cccnc3Cl)nc3ccccc32)c(Cl)c1	-0.5	u	5%	10µM*	-13%	x	-30%	28%	5%
Cc1ccc(OCC(=O)c2cc(C)n(C3CC3)c2C)c([N+](=O)[O-])n1	-0.2	i	3%	1%	10%[1.53 µM]	-14	5%	-6%	5%
COc1cc(NC(=O)CN2CCN(c3ccccc3F)CC2)c(C)cc1[N+](=O)[O-]	-0.4	i	2%	14%	1%	5	-26%	5%	u
